PAFAH2 inh: PAFAH2 enzyme inhibitors, primary screen, biochemical, fluorescence polarization, human; 0.99% of 340,000 active; Platelet-activating factor acetylhydrolase 2, cytoplasmic (Homo sapiens), Q99487; inhibition, % at 3.39 µM; recombinant PAFAH2, FP-rhodamine activity probe;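 active = inhibition above the mean over all tested compounds plus 3 SD, cut at about 30% in these data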;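 also: inhibitors block probe labeling of enzyme so polarization drops; 0% = enzyme with DMSO and 100% = wells lacking PAFAH2 protein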
PAD4 inh: human PAD4 inhibitors, primary screen, biochemical, fluorescence polarization, 1536-well format; 0.41% of 330,000 active; AID 485272, 2010; inhibition, % at 6.36 µM; recombinant PAD4, RCA probe fluorescence polarization;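 active = percent inhibition above a cutoff equal to the mean of all tested compounds plus 3 SD, cut at about 15% in these data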;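 also: 0% = PAD4 with RCA probe and DMSO and 100% = probe without PAD4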
EBNA-1 inh: EBNA-1 DNA-binding inhibitors, primary screen, biochemical, fluorescence polarization; inhibition, % at 14.8 µM; 0.34% of 300,000 active; in the data active = inhibition above about 28%
LYPLA2 counter: LYPLA2 inhibitors, primary screen, counter-screen for PME1 inhibitor project, biochemical, fluorescence polarization, FP-Rh probe ABPP. 0.38% of 320,000 active. inhibition, % at 5.9 µM. recombinant LYPLA2;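 active = inhibition above the screen-wide mean plus 3 SD, limit set per campaign, cut at about 26% in these data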;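 also: 0% = LYPLA2 with DMSO and 100% = wells lacking LYPLA2 enzyme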
PREPL inhibitor: PREPL enzyme inhibitors, primary screen, biochemical, fluorescence polarization; Prolyl endopeptidase-like (Homo sapiens), Q4J6C6; recombinant PREPL, fluorescence polarization activity-based probe; inhibition, % at 5.96 µM; 0.68% of 320,000 active; AID 2751, 2010; in the data active = inhibition above about 43%;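 also: 0% = enzyme with DMSO and 100% = wells lacking enzyme; many of its hits are not listed in these tables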
LYPLA1 counter: LYPLA1 inhibitors, primary screen, counter-screen for PME1 inhibitor project, biochemical, fluorescence polarization, FP-Rh probe ABPP; inhibition, % at 5.9 µM; 0.16% of 320,000 active; Acyl-protein thioesterase 1 (Homo sapiens), O75608; recombinant LYPLA1;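 active = inhibition above the mean of all tested compounds plus 3 SD, set per campaign, cut at about 14% in these data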;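 also: inhibitors block serine hydrolase probe labeling of LYPLA1 so polarization falls; 0% = enzyme with DMSO and 100% = wells lacking LYPLA1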
Target sequence (O75608 whole entry, looked up): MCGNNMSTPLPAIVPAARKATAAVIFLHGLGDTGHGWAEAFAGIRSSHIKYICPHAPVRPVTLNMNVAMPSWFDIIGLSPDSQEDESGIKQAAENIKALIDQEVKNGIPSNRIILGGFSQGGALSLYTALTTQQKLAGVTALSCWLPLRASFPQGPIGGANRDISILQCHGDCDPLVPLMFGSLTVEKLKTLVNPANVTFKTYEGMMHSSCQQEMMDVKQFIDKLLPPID
PAFAH1B3 FP inh: PAFAH1B3 enzyme inhibitors, primary screen, biochemical, fluorescence polarization, human; Platelet-activating factor acetylhydrolase IB subunit alpha1 (Homo sapiens), Q15102; recombinant PAFAH1B3, FP-rhodamine probe; inhibition, % at 3.39 µM; 0.28% of 340,000 active;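 active = inhibition above the screen-wide average of all tested compounds plus 3 SD, cut at about 25% in these data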;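 also: 0% = enzyme with DMSO only and 100% = wells lacking PAFAH1B3 protein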
Target sequence (Q15102 whole entry, looked up): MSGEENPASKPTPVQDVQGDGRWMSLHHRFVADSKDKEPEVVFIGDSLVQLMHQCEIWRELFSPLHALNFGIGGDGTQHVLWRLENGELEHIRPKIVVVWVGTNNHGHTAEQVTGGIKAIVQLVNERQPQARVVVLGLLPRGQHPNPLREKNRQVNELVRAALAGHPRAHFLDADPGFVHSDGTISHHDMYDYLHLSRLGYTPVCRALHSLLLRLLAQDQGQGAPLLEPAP
GSTO1 counter: inhibitors of recombinant GSTO1, primary screen, counter-screen for RBBP9 inhibitor project, biochemical, fluorescence polarization | activity-based probe fluorescence polarization | inhibition, % at 5.96 µM | 1.1% of 300,000 active;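 active = inhibition above the campaign mean inhibition plus 3 SD, cut at about 35% in these data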;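 also: 0% = GSTO1-1 with DMSO and 100% = wells lacking GSTO1-1 enzyme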
Target sequence (P78417 whole entry, looked up): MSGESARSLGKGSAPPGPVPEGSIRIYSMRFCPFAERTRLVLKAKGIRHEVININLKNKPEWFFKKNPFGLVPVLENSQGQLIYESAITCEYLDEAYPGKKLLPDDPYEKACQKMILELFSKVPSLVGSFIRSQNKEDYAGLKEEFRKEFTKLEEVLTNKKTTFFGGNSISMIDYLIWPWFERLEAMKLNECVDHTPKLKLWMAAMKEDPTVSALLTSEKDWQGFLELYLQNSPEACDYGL
ZTA DNA inh: ZTA (EBV) inhibition in EBNA-1 counter-screen; inhibition, % at 11 µM; ZTA-DNA binding, fluorescence polarization; AID 2234; P03206; 0.15% of 320,000 active; in the data active = inhibition above about 33%
Target sequence (P03206 whole entry, looked up): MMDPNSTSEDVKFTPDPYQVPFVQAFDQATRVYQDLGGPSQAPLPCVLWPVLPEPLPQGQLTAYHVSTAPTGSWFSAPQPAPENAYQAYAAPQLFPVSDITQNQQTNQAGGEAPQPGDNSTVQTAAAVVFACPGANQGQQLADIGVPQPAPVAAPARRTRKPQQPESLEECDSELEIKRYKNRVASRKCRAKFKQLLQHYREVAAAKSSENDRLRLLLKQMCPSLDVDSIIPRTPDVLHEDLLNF
* marks the source's active call; other numbers are inactive results; . = not tested or not shown. Some of the compounds tested; count on the stated rates, not on these rows.

Below each SMILES – ZTA DNA inh	LYPLA2 counter	PREPL inhibitor	PAFAH2 inh	PAD4 inh	EBNA-1 inh	PAFAH1B3 FP inh	GSTO1 counter	LYPLA1 counter
- O=c1[nH]c2ccccc2nc1-c1c[nH]c2ccccc12
  1	-5	11	-4	-2	3	5	-13	1
- COc1ccccc1NCCC(=O)OCC(=O)Nc1cc([N+](=O)[O-])ccc1F
  .	.	17	5	-4	.	1	.	.
- CCCCNC(=O)COC(=O)c1cc(F)c(F)cc1Cl
  6	-14	5	8	-5	7	8	2	-3
- Cc1nc(C)c(C(=O)N/N=C/c2cc(Br)ccc2O)s1
  -29	5	-7	6	3	-6	7	-5	-4
- O=C(CCCCCN1C(=O)CCC1=O)Nc1ccc2c(c1)OCO2
  2	-9	14	6	-10	-10	6	-5	-2
- O=C(CCN1C(=O)/C(=C/c2ccccc2Cl)SC1=S)NNC(=O)c1ccccc1O
  9	-9	-58	15	-8	-7	23	14	-6
- Cc1ccc(C)c(SCC(=O)OCC(=O)NCc2ccccc2)c1
  -15	1	5	3	-8	-5	2	-3	2
- O=C(NC1CCCC1)c1cccc(Cn2cc([N+](=O)[O-])cn2)c1
  -2	1	-8	2	-5	-16	8	-3	-2
- CCOC(=O)c1c(C)n(C)c2ccc(OCC(O)CNC(CC)CO)cc12 (stereo not drawn)
  0	7	-3	0	-8	-1	3	2	7
- O=S(=O)(c1ccccc1)N1CCN(C(c2ccccc2)c2ccc(OC(F)(F)F)cc2)CC1 (stereo not drawn)
  -9	-4	10	3	-1	-16	5	1	-3
- Cc1cccc(C(=O)NCC(=O)OCC(=O)N2CC3(C)CC2CC(C)(C)C3)c1 (stereo not drawn)
  10	-2	10	8	-2	-2	-7	3	-1
- COc1ccc2nc(Nc3nc(CSc4nc5ccccc5[nH]4)cc(=O)[nH]3)nc(C)c2c1
  8	-37	-14	-39	4	3	-24	7	-25
- CCOc1cc(N2CCOCC2)c(OCC)cc1NC(=O)c1ccc(OC(C)C)cc1
  -2	4	4	-5	-6	4	4	8	7
- CN(C(=O)CSc1cc(C(=O)c2nccn2C)c2ccccc2n1)c1ccccc1
  8	6	1	-5	3	-1	11	9	-1
- Cc1ccc(CC(=O)Nc2cccc(C#N)c2)cc1
  -8	-3	9	-6	-6	5	4	8	-7
- C=CCn1c(SCc2cc(=O)n3ccsc3n2)nc2ccccc2c1=O
  2	-2	16	-1	-7	-5	-2	-3	6
- CCc1noc(C)c1C(=O)N1CCN(S(=O)(=O)c2ccc(C(C)C)cc2)CC1
  3	-3	-29	2	-4	14	3	-7	0
- CCOc1ccc(CCNC(=O)C2=C(C)C(=O)OC23CCCCC3)cc1OCC
  11	-1	11	-3	-6	0	2	2	-4
- CC(C)C[C@H](NC(=O)c1nc[nH]c1C(=O)NC(c1ccccc1)c1ccccc1)C(=O)OC(C)(C)C
  0	-21	12	0	2	-4	7	-4	-4
- CCOC(=O)c1ccc(CSC(=N)N)o1
  6	-3	6	-6	3	8	9	-2	6
- CCOc1ccc(OCCC(=O)N(CCCOC)c2c(N)n(Cc3ccccc3)c(=O)[nH]c2=O)cc1
  -5	5	6	-1	2	2	5	2	6
- CSCCC(NS(=O)(=O)c1ccccc1F)C(=O)N1CC=C(c2ccccc2)CC1 (stereo not drawn)
  -9	5	-19	0	1	-6	11	-4	1
- Cc1cccc(NC(=O)CS(=O)CC(=O)Nc2cnc3ccccc3c2)c1C (stereo not drawn)
  9	-5	4	4	1	-5	0	2	-2
- O=C(N=Nc1ccc(NOC(=O)c2ccccc2Br)cc1)c1ccccc1O
  9	2	11	.	0	9	.	24	-1
- CCOc1cc(NC(=O)C2CC2)c(OCC)cc1NC(=O)c1ccccc1OCC
  -2	-2	6	17	0	7	9	1	-3
- Cc1noc(C)c1C(=O)Nc1sc2c(c1C(N)=O)CCCCC2
  -2	-1	20	-1	-1	-5	3	-3	-1
- COc1ccc(C(=O)Nc2cc(C)nn2-c2cccc(F)c2)cc1OC
  5	1	2	-1	-3	3	7	-1	-2
- CCOCN(C(=O)Cn1c(CO)nc2ccccc21)c1c(C)cccc1CC
  5	-1	-1	4	2	8	1	-3	-1
- O=C(CSc1ncnc2sc3c(c12)CCCC3)c1ccco1
  -24	5	5	-7	-4	4	3	-3	0
- COc1cccc(NC(=O)[C@H](Cc2ccccc2)NC(=O)[C@@H]2Cc3ccccc3CN2)c1
  -19	-1	6	-4	4	-4	5	8	-2
- CC1=CC2=NC(=O)/C(=C\c3cccn3CCOc3ccccc3)C(=N)N2O1
  21	-8	-17	-10	-3	6	1	-2	-12
- O=C(O/N=C/c1ccc2c(c1)OCO2)c1ccccc1Cl
  -11	26*	55*	.	-3	9	.	-2	3
- COc1ccc(CC(=O)NCc2cn3ccsc3n2)cc1
  8	0	1	-6	-3	4	15	0	1
- Cn1c(SCc2ccc(F)cc2)nnc1-c1cnccn1
  -1	-3	-5	-3	-1	5	2	16	5
- Cc1cccc(NC(=O)c2cnc3sccn3c2=O)c1
  -11	9	-4	13	0	-9	3	-4	0
- COc1cc(NC(=S)N2CCCCC2C)cc(OC)c1OC (stereo not drawn)
  -21	4	8	-3	4	-2	2	6	5
- CCCn1c(SCC(=O)N2CCc3ccccc32)n[nH]c1=O
  .	.	23	0	0	.	0	.	.
- CCCC(=O)Nc1ccccc1NC(=O)c1ccc(OCC)c(OCC)c1
  -1	-4	5	3	-1	1	-1	7	2
- CC(=O)Nc1ccc(N(C(=O)Cc2cccs2)C(C(=O)NC2CCCC2)c2ccncc2)cc1 (stereo not drawn)
  18	7	-6	-9	0	13	-7	3	0
- CCOC(=O)CN1C(=O)N[C@@H](c2ccccc2)[C@@H](C(=O)OC)[C@H]1C
  -12	1	2	5	0	4	-1	0	1
- CCCN(CC(=O)Nc1ccccc1C)C(=O)Cc1cccs1
  -4	-1	-4	1	-5	.	-4	.	-1
- O=C(CCc1nc2sc3c(c2c(=O)[nH]1)CCCC3)NCCc1ccccc1
  4	9	-9	2	-3	-12	6	4	-2
- Cn1c(=O)c2c(nc(CN3CCN(Cc4ccccc4)CC3)n2Cc2ccc(Cl)cc2)n(C)c1=O
  -12	-5	-30	4	-4	-6	0	0	2
- Cc1c(OCC(=O)N2CCC(C(N)=O)CC2)ccc2c1oc(=O)c1ccccc12
  -3	-1	10	-1	4	5	10	-9	-6
- Nn1c(Cc2ccccc2F)n[nH]c1=S
  -16	1	2	-4	-3	-6	1	23	-3
- COc1cccc(/C=N/Nc2nc3ccccc3n3cnnc23)c1O
  0	-3	41	6	-10	-3	1	0	-3
- O=C(NC1CCCC1)c1noc2c1CCCCC2
  11	-3	0	-14	0	1	-1	4	-2
- Cc1ccc(OCCSc2nc3ccccc3n2CC(=O)O)cc1
  -13	-6	-5	8	-5	-8	3	0	-4
- CS(=O)(=O)Nc1ccc(N2CCCCC2)c(Cl)c1
  -8	-6	0	3	4	7	-9	3	-4
- CCCCCCCCCCOC(=O)Cn1c(COc2ccccc2OC)[n+](C)c2ccccc21
  9	9	-50	7	11	2	3	5	1
- N#Cc1c2n(c3c(N)ncnc13)CCCCC2
  21	-2	0	2	2	8	2	3	-1
- CC(C)N(C(=O)Cn1cc(S(=O)(=O)CC(=O)Nc2ccccc2)c2ccccc21)C(C)C
  -23	-4	1	-5	-60	-1	6	-3	-3
- CN(Cc1ccc(C(F)(F)F)cc1)C(=O)c1ccc(Oc2ccccc2)cc1
  -10	29*	4	-10	1	9	3	-5	11
- CCOCCOC(=O)C1=C(C)N(C)C(=O)NC1c1ccccc1Cl (stereo not drawn)
  -11	13	14	2	-3	-10	7	-3	2
- Cc1nc(NC(=O)c2ccccc2)sc1C1(C)CC(c2ccc(OC(F)(F)F)cc2)=NO1 (stereo not drawn)
  9	-31	-9	.	-3	3	.	-4	-15
- Cc1ccc(S(=O)(=O)NCCSc2nnnn2-c2cc(C)ccc2C)cc1
  -12	-8	9	-7	-5	3	0	35*	-5
- CCN(C(=O)CSc1nc2nc(C)cc(C)n2n1)c1cccc(C)c1
  -9	0	8	0	1	-13	0	7	2
- c1ccc2nc3c(nc2c1)[nH]c1ccccc13
  1	-4	1	4	-4	1	1	-4	0
- COc1ccc(COC(=O)C2=C(C)NC(=O)NC2c2ccc(O)cc2)cc1 (stereo not drawn)
  0	0	-18	-6	-1	-2	8	-13	1
- Cn1nnnc1SCC(=O)Nc1ccccn1
  -14	-1	4	-7	3	-10	4	-1	-2

Five compounds already listed, arranged by length of the SMILES, high to low.
Below each SMILES – ZTA DNA inh	LYPLA2 counter	PREPL inhibitor	PAFAH2 inh	PAD4 inh	EBNA-1 inh	PAFAH1B3 FP inh	GSTO1 counter	LYPLA1 counter
- Cc1nc(NC(=O)c2ccccc2)sc1C1(C)CC(c2ccc(OC(F)(F)F)cc2)=NO1 (stereo not drawn)
  9	-31	-9	.	-3	3	.	-4	-15
- CCCCCCCCCCOC(=O)Cn1c(COc2ccccc2OC)[n+](C)c2ccccc21
  9	9	-50	7	11	2	3	5	1
- CN(Cc1ccc(C(F)(F)F)cc1)C(=O)c1ccc(Oc2ccccc2)cc1
  -10	29*	4	-10	1	9	3	-5	11
- CS(=O)(=O)Nc1ccc(N2CCCCC2)c(Cl)c1
  -8	-6	0	3	4	7	-9	3	-4
- Cn1nnnc1SCC(=O)Nc1ccccn1
  -14	-1	4	-7	3	-10	4	-1	-2

Additional results.
Below each SMILES – ZTA DNA inh	LYPLA2 counter	PREPL inhibitor	PAFAH2 inh	PAD4 inh	EBNA-1 inh	PAFAH1B3 FP inh	GSTO1 counter	LYPLA1 counter
- CC(=O)N1N=C(c2ccc(C)cc2)CC1c1ccc2c(c1)OCO2 (stereo not drawn)
  -1	-4	-27	-2	-6	-6	4	4	-3
- O=C(CCCCCn1c(=O)[nH]c2ccsc2c1=O)NCc1cccs1
  -4	-3	0	-5	-2	-2	10	9	-1
- Cc1[nH]c2ccccc2c1/C=C(\C#N)C(=O)NC(C)c1ccccc1 (stereo not drawn)
  -2	-5	0	0	-2	9	5	1	-6
- COc1ccc(C2NC(=S)NC3=C2CCc2cc(OC)ccc23)cc1 (stereo not drawn)
  -12	1	15	3	1	-8	3	6	2
- O=C(NN=C1CCCC1)c1cccc(Br)c1
  12	5	12	3	0	13	10	5	-2
- O=C(COc1cccc2ccccc12)Nc1cc(Cl)ccc1C(=O)O
  -1	-3	0	13	8	6	-4	-67	-7
- Cn1c(SCC(=O)c2ccc(-c3ccccc3)cc2)nnc1-c1ccco1
  -1	-2	-14	5	-2	18	3	25	-4
- CC(=O)c1c(C)[nH]c(C(=O)Nc2ccc(C)c(S(=O)(=O)Nc3ccc(C)cc3C)c2)c1C
  11	-120	-6	-75	-6	-18	-52	-125	-60
- Cc1cccc(NC(=O)C(=O)NCc2ccc3c(c2)OCO3)c1C
  10	-4	-3	1	-4	0	0	4	-1
- COC(=O)c1ccc(CNS(=O)(=O)c2ccc3ccccc3c2)cc1
  -5	-4	-25	-21	-9	6	-2	5	-2
- O=C(Nc1ccc([N+](=O)[O-])cc1)c1cccc(S(=O)(=O)Nc2ccccn2)c1
  20	8	-1	-3	1	12	5	-4	-2
- Cc1ccnc(NC(c2ccccc2O)c2oc(CO)cc(=O)c2O)c1 (stereo not drawn)
  -19	2	8	0	-5	-14	4	3	2
- Cc1cccc(Oc2cc(NC(=O)c3ccccc3)cc([N+](=O)[O-])c2)c1
  5	-41	0	-19	-4	0	-27	-3	-26

From PubChem
